NTR1 agonist – agonists of NTR1, primary screen, imaging, U2OS cells, beta-arrestin-GFP, high content (AID 493036) | P30989 | activation, % at 20 µM | hit rate 0.17% among 330,000 | NTR1-U2OS beta-arrestin-GFP spot imaging, agonist mode;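 active = activation at or above 40% of the spot to cytoplasm intensity ratio, with at least 20 cells analyzed; inconclusive = wells under 20 cells, flagged as cytotoxic or low count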;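 note: 0% = DMSO without peptide and 100% = 100 nM NTR1 peptide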
Target sequence (P30989 whole entry, looked up): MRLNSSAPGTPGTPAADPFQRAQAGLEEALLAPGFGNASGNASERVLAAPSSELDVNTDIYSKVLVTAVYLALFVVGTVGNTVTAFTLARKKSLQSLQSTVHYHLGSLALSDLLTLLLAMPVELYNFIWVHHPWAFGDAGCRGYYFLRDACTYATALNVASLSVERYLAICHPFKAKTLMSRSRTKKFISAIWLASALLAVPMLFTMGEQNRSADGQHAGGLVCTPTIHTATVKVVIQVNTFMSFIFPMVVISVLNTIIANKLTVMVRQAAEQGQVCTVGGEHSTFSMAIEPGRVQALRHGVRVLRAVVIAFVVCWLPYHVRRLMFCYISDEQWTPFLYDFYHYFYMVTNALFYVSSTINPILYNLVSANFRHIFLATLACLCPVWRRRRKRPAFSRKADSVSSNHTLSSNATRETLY
GPR35 arrestin U2OS – GPR35 antagonists blocking zaprinast-driven arrestin recruitment, primary screen, imaging, U2OS, beta-arrestin-GFP, zaprinast agonist (AID 2058); U2OS GPR35 beta-arrestin-GFP translocation imaging, zaprinast antagonism; higher % means a stronger effect; hit rate 0.052% among 290,000; one-dose inhibition, % at 10 µM; IC50 in µM for titrated hits;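 active = inhibition of at least 50% with at least 30 cells and total cytoplasm GFP at most 10,000,000; inconclusive = under 30 cells or total GFP of 10,000,000 plus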
NS5 inhibitors – flavivirus cap methylation enzyme inhibition – biochemical, confirmation dose response, primary screen (AID 588689) | Dengue-2 NS5 methyltransferase capping enzyme assay, biochemical; higher % means a stronger effect | inhibition, % at 25 µM; hits with a dose series show IC50 in µM | hit rate 0.3% among 340,000; in the data active = a potency from the dose series; inconclusive = inhibition above about 29% without an active follow-up result
GPR55 antagonists – inhibition of LPI-stimulated GPR55 beta-arrestin translocation – imaging, U2OS, beta-arrestin-GFP, LPI agonist, primary screen (AID 2013); U2OS GPR55 beta-arrestin-GFP translocation imaging, LPI antagonism; higher % means a stronger effect; inhibition, % at 10 µM; hits with a dose series show IC50 in µM; hit rate 0.13% among 290,000;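 active = spots per cell inhibited over 60%, with over 100 cells counted and total cytoplasm intensity under 500,000; inconclusive = wells with under 100 cells, flagged as likely toxic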;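 note: U2OS cells stably carrying GPR55 and arrestin-GFP stimulated by 5 µM LPI near EC80; imaged beta-arrestin-GFP aggregate spots per cell after agonist stimulation; plate controls were LPI-stimulated DMSO wells for no effect and DMSO wells without LPI for full effect; some results filed as inactive read as strong as hits; confirmed hits need IC50 under 10 µM and bright autofluorescent wells are also inconclusive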
AID2073 – disruptors of CaV2.2 binding to Mint1 – biochemical, HTRF (AID 2073) | inhibition, % at 20 µM; hits with a dose series show IC50 in µM | HTRF protein-protein interaction, Mint1-CaV2.2; higher % means a stronger effect | hit rate 0.19% among 290,000; in the data active = inhibition mostly above about 51%, no sharp cut-off; inconclusive = no clear call, values can overlap the other calls; inactive = mostly below about 53%; note: some results filed as inactive read as strong as hits
GPR55 beta-arrestin – selective activators of receptor GPR55 – imaging, U2OS cells, beta-arrestin-GFP redistribution, primary screen (AID 1961). U2OS GPR55 beta-arrestin-GFP redistribution imaging; higher % means a stronger effect. one-dose activation, % at 10 µM; EC50 in µM for titrated hits. hit rate 0.048% among 290,000;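 active = activation above 40% with more than 50 cells counted in the well; inconclusive = wells holding fewer than 50 cells, flagged as toxic or sparse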;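 note: U2OS osteosarcoma cells stably expressing GPR55 and beta-arrestin-GFP; plate controls were DMSO negative control for no effect and LPI positive control for full effect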
HIV peptide binding – cell-free HIV fusion peptide-binding blockers – biochemical, uHTS, fluorescence dequenching, primary screen (AID 1986); cell-free peptide binding, fluorescence dequenching, 30 min; higher % means a stronger effect; inhibition, % at 20 µM, or IC50 in µM where a hit was titrated; hit rate 0.3% among 290,000; in the data active = inhibition mostly above about 52%, no sharp cut-off; inactive = mostly below about 76%; note: some results filed as inactive read as strong as hits
SIAH1 antagonists – Siah-1 peptide-binding antagonists, primary screen, biochemical, fluorescence polarization, rhodamine-plectin, uHTS (AID 1817); Siah-1 / rhodamine-plectin peptide fluorescence polarization; higher % means a stronger effect; one-dose displacement, % at 20 µM; IC50 in µM for titrated hits; hit rate 0.02% among 290,000;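 active = displacement of at least 50% at 20 µM, with a fluorescence ratio check between 0.3 and a set limit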;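 note: plate controls were Siah plus tracer with DMSO for no effect and tracer alone without Siah for full effect; strong numbers were not always called active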
K1F lysis inhibition – protection from phage-mediated lysis, alamar blue read-out – E. coli UTI89, K1F phage, bacterial capsule biogenesis inhibitors (AID 488966); E. coli UTI89 K1F phage lysis, alamar blue, 2 h; higher % means a stronger effect; inhibition, % at 100 µM; hits with a dose series show IC50 in µM; hit rate 0.02% among 340,000;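 active = phage lysis inhibition, versus mean bacterial control, above a set limit; inconclusive = no clear call, values can overlap the other calls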;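 note: capsule biogenesis inhibitors block K1F phage lysis so surviving cells raise fluorescence; higher fluorescence means more inhibition of phage lysis; actives were called in the ten point dose series up to 300 µM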
NTR1 agonist cell count 20 µM – recorded beside NTR1 agonist, whose call it bears; cell count; measured here: cell count, cytotoxicity flag
NS5 inhibitors pilot replicate – second read-out of NS5 inhibitors, no call of its own (marks repeat the call); inhibition, %; measured here: pilot screen replicate inhibition
* marks the source's active call; other numbers are inactive results; u = inconclusive; x = no result given; [ ] = dose if it differs, or a comment.

SMILES | NTR1 agonist | NTR1 agonist cell count 20 µM | GPR35 arrestin U2OS | NS5 inhibitors | GPR55 antagonists | AID2073 | GPR55 beta-arrestin | HIV peptide binding | SIAH1 antagonists | K1F lysis inhibition | others
COc1ccc(Br)cc1CN1CCCCCC1 | -0.6 | 61 | 7% | -4% | 23% | 1% | -0.1% | 2.1% | 13% | -0.1%
Cc1c(NC(=O)CS(=O)(=O)c2ccccc2)c(=O)n(-c2ccccc2)n1C | 0.7 | 71 | -9% | -3% | 4% | -5% | -0.1% | -0.2% | 6% | 0.1%
CCCCC1(C)NC(=O)N(CC(=O)Nc2ccc(S(=O)(=O)N3CCOCC3)cc2)C1=O (configuration not stated) | 0.0 | 76 | 12% | -1% | 5% | 20% | -0.2% | -1.5% | -6% | -0.3%
O=C(O)CCC(=O)NNC(=O)c1ccc(Br)cc1 | 7.5 | 57 | 17% | -1% | -2% | 1% | 0.5% | 2.1% | 2% | 5.4%
O=C(Nc1cccc([N+](=O)[O-])c1)c1ccccc1 | 0.5 | 60 | 10% | 4% | 5% | -3% | 0.3% | -1.5% | 1% | -0.3%
Cc1ccn2cc(C(=O)N3CCCC(Nc4ccc(F)cc4)C3)nc2c1 (configuration not stated) | 0.7 | 58 | -7% | 3% | -7% | 4% | -0.1% | -1.0% | -1% | 1.5%[50 µM]
Cc1sc2ncn(CC(=O)N3CCCC(C)C3)c(=O)c2c1S(=O)(=O)N1CCCCC1 (configuration not stated) | -0.3 | 44 | -15% | -8% | 12% | -6% | -0.2% | -0.7% | -2% | 0.3%
COC(=O)CC(N)c1ccc(OC)c2ccccc12 (configuration not stated) | 1.5 | 49 | -1% | -9% | 1% | -12% | 0.3% | 1.2% | 2% | 13%
Cc1cc(SC(C)C(=O)NCC(=O)Nc2ccc(F)c(F)c2F)nc2ccccc12 (configuration not stated) | -2.5 | 57 | 14% | 1% | 4% | 14% | 0.0% | -0.8% | 3% | 0.7%[50 µM]
COc1ccccc1CC1CC(=O)N(c2ccccc2)C1=O (configuration not stated) | -0.1 | 65 | 2% | 1% | 7% | 8% | -0.3% | -0.2% | -2% | 0.0% | NS5 inhibitors pilot replicate=1.8
Cc1ccc(C(=O)Nc2nnc(C3=COCCO3)o2)cc1C | -1.2 | 81 | -3% | -7% | 6% | 2% | -0.1% | 1.6% | 11% | 0.3%
CCOc1ccc(N/C(SC)=C(/C#N)C(N)=O)cc1 | -0.3 | 56 | 20% | -11% | -6% | -2% | -0.1% | -3.2% | -1% | -0.2%
COc1ccc(CNC2CCSc3ccccc32)cc1OC (configuration not stated) | 0.1 | 82 | -10% | -4% | -3% | 3% | 0.4% | 0.8% | 2% | 0.1%
CCOC(=O)c1ccc(NC(=O)COc2ccc(CNC3CCCCC3)cc2OC)cc1 | 1.5 | 40 | -2% | -1% | -8% | 11% | -0.1% | -0.6% | 10% | -0.1%
COc1cccc(Cn2nc(C(=O)O)c3ccccc3c2=O)c1 | -0.7 | 50 | 1% | 1% | 7% | 17% | 0.5% | 0.8% | 5% | 0.3%
CC1CCN(C(=O)CSc2nnc(CSc3ncccn3)n2C)CC1 | 0.8 | 78 | 14% | -3% | -9% | 0% | 3.5% | 3.2% | -4% | -1.2%
Cc1ccccc1C(=O)NNC(=O)C(=O)N1CCCCC1 | -1.7 | 52 | 12% | 1% | 6% | -6% | 0.6% | -1.4% | -5% | 2.6%[50 µM]
CC(C)(C)c1ccc(C(=O)NCc2nnc(SCC(=O)NC3CCCC3)o2)cc1 | -0.3 | 78 | 13% | 4% | 8% | 8% | -0.1% | -2.6% | -10% | -0.1%
Cc1ccc(NC(=O)Nc2c(Cl)cccc2Cl)cn1 | -0.9 | 108 | 4% | 1% | -3% | 7% | 1.0% | 0.4% | -4% | 0.2%
CN(C)C(CNc1ncnc2sc3c(c12)CCCC3)c1ccco1 (configuration not stated) | 2.9 | 57 | -2% | -3% | -2% | 3% | -0.1% | 0.9% | 2% | -0.1%
Nc1ccccc1-n1cccc1 | 1.0 | 48 | 5% | x | 3% | 3% | 0.0% | 1.3% | 12% | x
C=C1CCN(C(Cc2ccccc2)C(=O)OC)S(=O)(=O)c2ccc(F)cc21 (configuration not stated) | 0.6 | 90 | -8% | -3% | 2% | -1% | 0.0% | 0.5% | 8% | 4.1%
Cc1cc(C)n(C(C)n2nc(C)cc2C)n1 | 0.3 | 69 | -9% | -3% | 17% | 2% | 1.8% | 1.3% | 4% | 0.1%
CC(=O)Nc1ccc(NC(=O)CSc2ncnn2-c2ccccc2)cc1 | -1.2 | 52 | -9% | -2% | 5% | -8% | -0.1% | 0.2% | 0% | 1.0%
O=C(COc1ccc([N+](=O)[O-])cc1)Nc1cccc(C(=O)Nc2ccccc2C(=O)O)c1 | -0.1 | 66 | -7% | -1% | -7% | 39% | -0.2% | 60% | 3% | -0.2%[50 µM]
Cn1c(SCC(=O)N2CCOCC2)nnc1-c1ccncc1 | 1.9 | 39 | -6% | 0% | -6% | -6% | -0.2% | -0.6% | 1% | 0.1%
O=C(NCc1ccc(F)cc1)c1ccccc1OCc1ccccc1 | 5.8 | 45 | -9% | -5% | 2% | u | 0.0% | -1.6% | 7% | 8.3%
c1ccc2c(c1)nc(N1CCCCC1)c1ccccc12 | 2.0 | 54 | 15% | 8% | -10% | -5% | -0.1% | -1.8% | -4% | -1.2%
CCOc1ccc(/C=C2\SC(=S)N(NS(=O)(=O)c3ccc(C)cc3)C2=O)cc1OC | 2.0 | 58 | 2% | 58µM* | 9% | -24% | 0.4% | 39% | 12% | -1.9%[50 µM]
COc1ccc(S(=O)(=O)N(C)CC(=O)Nc2ccccc2OC)cc1C | 0.2 | 59 | -20% | -3% | 10% | -4% | -0.2% | 1.2% | 2% | 3.8%[50 µM]
O=C(NCCCn1ccnc1)/C(=C\c1cccs1)NC(=O)c1ccco1 | 0.0 | 46 | -6% | 1% | 16% | -3% | 0.1% | -0.9% | 4% | 7.4%
CCOC(=O)N1CCN(C(=O)CNC(=O)Cn2cnc3ccccc3c2=O)CC1 | 1.3 | 98 | -9% | 5% | 11% | 5% | -0.3% | 0.0% | 0% | -0.1%
Cc1c(Cl)ccc(S(=O)(=O)N2CCN=C2c2ccccc2)c1Cl | -1.3 | 60 | -1% | -4% | 4% | 8% | -0.2% | 4.0% | -2% | 3.0%
CCc1ccc(NC(=O)N(CCCN2CCOCC2)Cc2cccs2)cc1 | -1.9 | 83 | 7% | 1% | 14% | -1% | -0.2% | 0.8% | 2% | 4.8%
O=C1c2oc3ccccc3c(=O)c2C(c2cccs2)N1CCCN1CCOCC1 (configuration not stated) | -1.1 | 40 | 12% | 12% | 0% | 0% | 0.7% | 0.2% | 2% | 0.2%
CC1(C)CC2CC(C)(CN2C(=O)CCCN2C(=O)c3ccccc3C2=O)C1 (configuration not stated) | 2.1 | 40 | 8% | 6% | -8% | u | -0.2% | -0.3% | -2% | -0.2%
CC(=O)N(NC(N)=O)C(C)CC(=O)C1C(C)C=CCC1(C)C (configuration not stated) | 1.2 | 57 | -3% | x | 6% | 6% | -0.1% | -0.3% | -2% | x
c1csc(-c2nnc(COc3ccc4c(c3)OCO4)o2)c1 | 1.6 | 64 | -9% | -3% | -5% | 11% | 0.5% | -2.6% | -6% | 3.1%
CC(=NCc1ccco1)c1c(C)[nH]n(-c2nc3ccccc3s2)c1=O | 1.0 | 50 | -3% | -3% | -3% | 9% | 0.2% | 5.1% | 3% | 0.3%

Structural class: the entries above with a thiophene ring, fused or not
SMILES | NTR1 agonist | NTR1 agonist cell count 20 µM | GPR35 arrestin U2OS | NS5 inhibitors | GPR55 antagonists | AID2073 | GPR55 beta-arrestin | HIV peptide binding | SIAH1 antagonists | K1F lysis inhibition | others
Cc1sc2ncn(CC(=O)N3CCCC(C)C3)c(=O)c2c1S(=O)(=O)N1CCCCC1 (configuration not stated) | -0.3 | 44 | -15% | -8% | 12% | -6% | -0.2% | -0.7% | -2% | 0.3%
CN(C)C(CNc1ncnc2sc3c(c12)CCCC3)c1ccco1 (configuration not stated) | 2.9 | 57 | -2% | -3% | -2% | 3% | -0.1% | 0.9% | 2% | -0.1%
O=C(NCCCn1ccnc1)/C(=C\c1cccs1)NC(=O)c1ccco1 | 0.0 | 46 | -6% | 1% | 16% | -3% | 0.1% | -0.9% | 4% | 7.4%
CCc1ccc(NC(=O)N(CCCN2CCOCC2)Cc2cccs2)cc1 | -1.9 | 83 | 7% | 1% | 14% | -1% | -0.2% | 0.8% | 2% | 4.8%
O=C1c2oc3ccccc3c(=O)c2C(c2cccs2)N1CCCN1CCOCC1 (configuration not stated) | -1.1 | 40 | 12% | 12% | 0% | 0% | 0.7% | 0.2% | 2% | 0.2%
c1csc(-c2nnc(COc3ccc4c(c3)OCO4)o2)c1 | 1.6 | 64 | -9% | -3% | -5% | 11% | 0.5% | -2.6% | -6% | 3.1%

Screens deposited in PubChem by several laboratories.

Rows were taken by chance; any-hit rate near 1.2%.
